Bioassay records deposited in PubChem BioAssay by several laboratories.
MT stabilizer – microtubule stabilizers in HeLa cells, primary screen, imaging, high-content imaging | HeLa tubulin immunostaining HCS, 24 h; share of cells brighter than vehicle mean+2SD | % tubulin-high responders, % at 10 µM | actives 0.83% (n = 200,000) | AID 2205, 2009;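 active means plate Z-score above 3 for both tubulin-high and condensed-nucleus cell shares, with cell loss under 80%, at 10 µM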;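 further: anti alpha tubulin signal scored within the nucleus-defined area of each cell; some results filed as inactive read as strong as hits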
Ins promoter up – insulin promoter activators in MIN6 cells, imaging, high-content screening, mouse beta cells; MIN6 insulin promoter-GFP reporter; hits give high values; z-score at 5 µM; actives 0.3% (n = 190,000); AID 1625, 2009;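 active means z-score above 3 at 5 µM with at least 500 cells counted in the well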
Dynein transport – inhibitors of GR-EGFP nuclear translocation, primary screen, dynein cargo transport inhibitor project, imaging, high-content, 3617.4 mouse cells; z-score, hits read low; test concentration mostly 20 µM; stimulated with dexamethasone, 1 µM; hits give low values; actives 0.47% (n = 220,000); AID 1381, 2008;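 active means plate z-score of nuclear minus cytoplasmic receptor signal below a set negative limit, without overly bright fluorescence or cell loss, cut at about -3.5 in these data, passing the limit was not always enough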;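 further: z-score of nuclear minus cytoplasmic ring GR-EGFP intensity difference per well; some compounds called inactive have numbers as strong as hits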
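Medium: Induction medium lacking tetracycline, stripped serum | Probe or stimulus: 1.0 µM final dexamethasone stimulus | Schedule: 48 h induction, then 1 h compound, then 30 min agonist, 37 °C | Signal: Automated 10x imaging of fixed Hoechst-stained cells | Evaluation: Per-cell GR-EGFP intensity, nucleus versus surrounding cytoplasmic ring, well-averaged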
b-catenin transl – modulators of beta-catenin nuclear translocation, primary screen, imaging, HeLa cells, immunofluorescence, high-content; nuclear translocation activity, % at 5 µM; actives 0.3% (n = 190,000); AID 1665, 2009;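 active means nuclear translocation activity above 50% at 5 µM, with a well cell count of 50 or more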;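 further: per-cell ratio of nuclear to cytoplasmic median beta-catenin stain intensity; plate controls were DMSO negative control for no effect and GSK-3 inhibitor IX positive control for full effect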
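Test system: human HeLa cells, endogenous beta-catenin. Times: 24 h compound exposure, 37°C. Measured by: beta-catenin immunofluorescence imaging with DAPI.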
WT yeast gro inh – growth inhibition of WT strain, primary screen, mitochondrial fusion inhibitor project, WT and mutant strains, chemical genetic | mitochondrial fusion phenotypic screen | inhibition, % at 10 µM | actives 2.1% (n = 190,000); in the data active means inhibition above about 58%; tested in S. cerevisiae
AID2073 – inhibitors of Mint1-CaV2.2 protein interaction, biochemical, HTRF (AID 2073) | Voltage-dependent N-type calcium channel subunit alpha-1B (Homo sapiens) | HTRF protein-protein interaction, Mint1-CaV2.2; higher % means a stronger effect | one-dose inhibition, % at 20 µM; IC50 in µM for titrated hits | actives 0.19% (n = 290,000); in the data active means inhibition mostly above about 51%, no sharp cut-off; further: some results filed as inactive read as strong as hits
Yfh1-off respiration – enhancers of respiration in Yfh1-depleted yeast, dose response, Friedreich's ataxia, plus single-dose screen (AID 1465); S. cerevisiae Yfh1-off respiration, WST-1 reduction, 72 h; higher fold induction means a stronger effect; fold induction at 50 µM, or EC50 in µM where a hit was titrated; actives 0.074% (n = 220,000);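 active means fold induction of absorbance versus untreated yeast above a set limit, then at least 30% activation at any dose in follow-up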;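 further: activators that raise dye reduction in frataxin-depleted yeast; strong numbers were not always called active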
Autophagy HCS – autophagy modulators in MEF cells, primary screen, imaging, high-content, MEF GFP-LC3; MEF GFP-LC3 puncta imaging; test concentration mostly 10 µM; calls only at 10 µM (by protocol); actives 0.98% (n = 190,000); AID 463193, 2010;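 active means percentage of spot-positive cells more than 3 SD above its plate mean, without a fluorescence outlier flag or 80% toxicity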;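 further: spot-positive cell cutoff set from DMSO-treated cells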
HIV peptide binding – inhibitors of HIV fusion peptide binding, primary screen, biochemical, uHTS, fluorescence dequenching (AID 1986). inhibition, % at 20 µM, or IC50 in µM where a hit was titrated. actives 0.3% (n = 290,000). cell-free peptide binding, fluorescence dequenching, 30 min; higher % means a stronger effect; in the data active means inhibition mostly above about 52%, no sharp cut-off; inactive means mostly below about 76%; further: some results filed as inactive read as strong as hits
WT yeast gro inh mutant strain – recorded beside WT yeast gro inh, whose call it bears; inhibition, %; mitochondrial fusion phenotypic screen, mutant strain inhibition
Dynein transport cytoplasmic EGFP – second read-out of Dynein transport, no call of its own (marks repeat the call); z-score; measured here: cytoplasmic GR-EGFP intensity; hits give high values
Dynein transport nuclear GR-EGFP – second read-out of Dynein transport, no call of its own (marks repeat the call); z-score; measured here: nuclear GR-EGFP intensity;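 lower value marks the stronger effect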
Dynein transport cell count – also measured in Dynein transport; calls as there; z-score; measured here: cell count per field
Ins promoter up cell count – also measured in Ins promoter up; calls as there; cell count; measured here: cytotoxicity, nuclei count;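 total cells summed across four imaged fields per well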
b-catenin transl cell count 5 µM – also measured in b-catenin transl; calls as there; cell count; measured here: cell count, cytotoxicity flag
MT stabilizer Hoechst-high % – further read-out of MT stabilizer, marked with its call; % Hoechst-high responders; measured here: nuclear condensation Hoechst responders;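 share of cells brighter than vehicle mean plus two SD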
MT stabilizer cytotoxicity % – further read-out of MT stabilizer, marked with its call; toxicity, %; measured here: cytotoxicity by cell density;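 0% = mean cell density of plate MIN control wells and 100% = no cells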
Autophagy HCS cell loss 18 h – recorded beside Autophagy HCS, whose call it bears; toxicity, %; measured here: cell loss, nuclei count;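 cell loss after 18 h compound exposure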
* hit, by the source's call; i = inactive; . = no result given.

Values run as follows: MT stabilizer, Autophagy HCS, b-catenin transl cell count 5 µM, MT stabilizer cytotoxicity %, Dynein transport cell count, Ins promoter up, Ins promoter up cell count, Dynein transport cytoplasmic EGFP, Dynein transport nuclear GR-EGFP, b-catenin transl, HIV peptide binding, Dynein transport, Autophagy HCS cell loss 18 h, WT yeast gro inh, Yfh1-off respiration, AID2073, WT yeast gro inh mutant strain, MT stabilizer Hoechst-high %
> CCN(CC)CCn1c(N)nc2ccccc21
→ ., ., 1260, ., 1.5, 0.26, 1086, -0.17, -0.39, -0.2, -1.2%, -1.6, ., ., i, -12%, ., .
> CCCC(=O)Nc1ccc2c(c1)nc1n2CCSC1
→ 2.6, i, 1118, 14, -0.17, 2.2, 843, -0.36, -0.14, -3.8, 0.8%, -0.32, -7, -36, i, -4%, -23, 2.1
> FC(F)Oc1ccc(NC(=S)NCc2ccccc2)cc1
→ 3.1, i, 1077, 8.9, -1.1, -0.24, 1468, -0.24, 0.69, 2.5, -0.1%, 1, 2, 0, i, -4%, -2, 3.1
> Cc1ccc(-c2cc(C(=O)Nc3nn[nH]n3)c3ccccc3n2)cc1
→ 2.8, i, 837, 5.5, -0.32, 0.63, 1584, -0.18, 0.038, 1.0, -2.2%, 0.49, -28, 4, i, -3%, 0, 1.3
> CCOC(=O)c1ccc(N2C(=O)c3n[nH]c(C)c3C2c2ccccc2)cc1 (stereo not drawn)
→ 4.2, i, 688, 7.1, -0.4, ., ., -0.17, 0.28, -4.9, -0.6%, 0.4, 5, -1, i, -10%, 12, 4.3
> CCCCc1cc(=O)oc2c(CN(CC)CC)c(O)c(Cl)cc12
→ 1.6, i, 1159, 6.9, 0.8, 0.55, 912, 0.24, -0.18, -1.8, 3.2%, -0.72, -15, 2, i, 34%, 14, 1.1
> COc1cc(OC)c(OC)cc1/C=N/NC(=O)c1ccc(=O)n(C)c1
→ 3.9, i, 1113, 1.9, 0.9, ., ., -0.25, -0.14, 1.1, -2.2%, -0.36, -3, 3, i, -8%, 7, 1.7
> CCOC(=O)C1CN(S(=O)(=O)c2ccccc2)C1
→ 3.3, i, ., 3.7, -1.9, ., ., -0.14, -0.34, ., -2.5%, -0.34, 21, -2, i, 0%, -9, 1.9
> COc1ccc(S(=O)(=O)N(CCc2ccccc2)CC(=O)O)cc1OC
→ 4.4, i, 889, 9.7, -0.91, -0.19, 1139, -0.22, 0.82, -3.8, 1.5%, 1.3, 0, 13, i, 1%, 14, 2.6
> Cc1cccn2c(=O)c(/C=N/O)c(N3CCCC3)nc12
→ 1.8, i, 1309, 6.0, 0.3, -0.39, 1622, -0.24, -0.59, 2.1, -3.4%, 0.79, 6, 7, i, 4%, 10, 2.3

Reprinted from the part before: 2 compounds, followed by the next part.
Values run as follows: MT stabilizer, Autophagy HCS, b-catenin transl cell count 5 µM, MT stabilizer cytotoxicity %, Dynein transport cell count, Ins promoter up, Ins promoter up cell count, Dynein transport cytoplasmic EGFP, Dynein transport nuclear GR-EGFP, b-catenin transl, HIV peptide binding, Dynein transport, Autophagy HCS cell loss 18 h, WT yeast gro inh, Yfh1-off respiration, AID2073, WT yeast gro inh mutant strain, MT stabilizer Hoechst-high %
> COc1ccc(S(=O)(=O)N(CCc2ccccc2)CC(=O)O)cc1OC
→ 4.4, i, 889, 9.7, -0.91, -0.19, 1139, -0.22, 0.82, -3.8, 1.5%, 1.3, 0, 13, i, 1%, 14, 2.6
> Cc1cccn2c(=O)c(/C=N/O)c(N3CCCC3)nc12
→ 1.8, i, 1309, 6.0, 0.3, -0.39, 1622, -0.24, -0.59, 2.1, -3.4%, 0.79, 6, 7, i, 4%, 10, 2.3
> COC(=O)c1c(NC(NC(C)=O)C(Cl)(Cl)Cl)sc2c1CCCC2 (stereo not drawn)
→ 2.8, i, 1009, 8.3, -1.3, -0.01, 1455, -0.22, 0.76, 0.9, -0.2%, 1.2, 9, 51, i, -48%, 3, 2.3
> CCOC(=O)c1sc(NCc2ccco2)c(-c2nc3ccccc3s2)c1N
→ 5.1, i, 1192, 12, 0.83, 1.8, 1118, -0.13, 0.27, 0.3, -2.0%, -0.36, -15, 8, i, 43%, -17, 8.5
> CC(C)C12CN3CCN(CC(C3)/C1=N\NC(=O)Nc1ccccc1)C2
→ 5.5, i, 948, 5.4, 0.14, -0.05, 1249, -0.24, 0.16, -0.7, 2.0%, 0.036, 13, -6, i, 0%, -3, 1.4
> Cc1cc(Cl)c(S(=O)(=O)N2CCCC2)cc1OCC(=O)NC1CCCCC1
→ 3.2, i, ., 8.0, 1, -2.1, 821, -0.18, -0.047, ., 1.9%, -0.29, 2, 16, i, 0%, 4, 2.1
> O=c1oc2ccccc2c(Nc2ccc(O)cc2)c1[N+](=O)[O-]
→ 2.7, i, 1384, 5.9, 1.3, -0.05, 1424, -0.23, -0.6, 1.1, -1.2%, -0.7, 3, -9, i, -2%, -11, 1.3
> CCN(CC)CC#Cc1ccc(C)cc1
→ ., ., 1333, ., -0.024, -0.63, 1092, -0.25, 0.45, 0.2, 1.2%, -0.38, ., ., i, 1%, ., .
> O=C(Cc1c(F)cccc1Cl)N1CCCC1
→ 2.8, i, 1072, 2.4, -0.35, 0.36, 1236, -0.25, 0.63, 0.2, 1.6%, 1.3, 4, -17, i, -7%, -4, 1.1
> Cn1cc(CN(CCO)Cc2cccs2)c(-c2ccccc2F)n1
→ 4.4, i, 1472, 9.9, -0.92, 0.05, 1343, -0.23, -0.22, -0.2, 0.1%, 0.16, -5, -21, i, 16%, 0, 2.0
> CS(=O)(=O)N(Cc1ccccc1)c1ccc(C(=O)NCCSCc2ccco2)cc1
→ 4.2, i, 1103, 3.8, 0.17, -0.28, 1125, -0.073, -0.38, -0.8, 9.7%, -0.3, 4, 18, i, 17%, -1, 2.4
> COc1ccccc1C(=O)N/N=C/c1ccc(Cl)s1
→ 2.4, i, 545, 9.6, 0.95, 0.04, 1230, -0.29, -0.74, 1.7, -0.4%, -0.84, -15, -8, i, -1%, -2, 3.2
> CSc1ncccc1C(=O)OCC(=O)c1ccccc1
→ 4.1, i, 1094, 5.1, 0.9, -0.2, 1759, -0.3, -0.31, -1.8, 0.2%, -0.6, -18, -3, i, 2%, -4, 1.8
> CCN(CC)S(=O)(=O)c1ccc(N2CCCC2)c(NC(=O)CC(C)(C)C)c1
→ ., ., 1347, ., 0.46, 1.8, 1090, -0.23, -0.35, -1.0, -0.1%, -0.72, ., ., i, 12%, ., .
> c1ccc2c(c1)CCCN2c1nc(N2CCOCC2)nc(N2CCOCC2)n1
→ ., ., 1167, ., -0.26, -0.4, 1366, -0.27, 0.54, -1.5, -0.9%, 1.1, ., ., i, 3%, ., .
> Cc1cccc[n+]1C1C(c2ccccc2)C(C#N)=C(C(=C=[N-])C#N)NC1(O)C1CC1 (stereo not drawn)
→ 3.1, i, ., 7.2, 0.78, ., ., -0.18, -0.79, ., 50%, -1.5, 32, 13, ., 4%, 2, 1.7
> COc1ccc(C(=O)NNC(=S)NC2CCCCC2)cc1OC
→ 3.6, i, 1429, 3.4, 0.38, 0.77, 1529, -0.2, 0.2, 1.5, 1.8%, -0.16, 10, -6, i, -45%, 9, 2.3
> O=C(COC(=O)c1cc(-c2ccc(Cl)s2)nc2ccccc12)NCc1ccco1
→ 0.7, i, 1163, 0.0, -0.33, 0.18, 656, 0.029, 0.26, 0.4, 26%, -0.15, 5, 20, i, 29%, 25, 1.1
> O=C1Nc2ccc(Br)cc2C1=Nc1cccnc1
→ ., ., 1315, ., -0.84, -0.42, 791, -0.57, 0.00066, -0.3, -1.9%, -0.38, ., ., i, -6%, ., .
> CCOP(=O)(OCC)C(Nc1ccccc1)c1ccco1 (stereo not drawn)
→ 2.0, i, 566, 1.9, 0.84, ., ., -0.26, -0.41, -1.7, 2.7%, -0.89, -40, -4, i, -6%, 2, 1.4
> Oc1cccc(Oc2ncc(C(F)(F)F)cc2Cl)c1
→ 4.0, i, 1488, 1.2, -0.15, -0.47, 1346, -0.043, 0.061, 0.5, 1.9%, -0.32, -21, 8, i, -2%, 22, 1.3
> CC(=O)c1ccccc1OC(=O)c1c(F)cccc1F
→ ., ., 1278, ., -2.7, ., ., 0.0036, 1.6, 0.2, 0.5%, 1.5, ., ., i, 4%, ., .
> COc1ccc(/C=C/C2=Nc3ccccc3NC(C)(C)C2)cc1OC
→ ., ., 1328, ., -0.45, -1.1, 1156, -0.11, -0.042, 1.9, 0.8%, -0.85, ., ., i, 9%, ., .
> CCOC(=O)N1CCN(C(=O)CSc2nnc(CNC(=O)c3c(F)cccc3Cl)o2)CC1
→ 1.2, i, 1151, 6.3, 0.13, -0.44, 948, -0.25, 0.57, 0.6, -1.2%, -0.083, -4, 11, i, -3%, 10, 1.4
